Screening results deposited in PubChem BioAssay by several laboratories.
Ecoli viability: bacterial growth inhibition, counter-screen for AddAB inhibitors. E. coli V3065 growth, OD600 absorbance, 18 h. inhibition, % at 11.9 µM. 330,000 compounds, 0.27% hits. AID 449728;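 active = inhibition above the campaign's mean inhibition across all tested compounds plus 3 SD, cut at about 9.9% in these data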;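 also: uninfected addAB+ strain grown without phage in ampicillin broth; 0% = DMSO wells and 100% = ciprofloxacin 0.95 µg/ml wells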
PvdQ acylase: blocks Pseudomonas aeruginosa PvdQ acylase activity; inhibition, % at 10 µM; purified PvdQ acylase, fluorescence plate reader; 340,000 compounds, 0.063% hits; in the data active = inhibition above about 30%, passing the limit was not always enough;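 also: 0% = vehicle neutral wells and 100% = reference inhibitor wells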
PfHsp90 yeast 2: inhibits growth of yeast expressing Plasmodium falciparum Hsp90. S. cerevisiae expressing PfHsp90, BacTiter-Glo ATP, 48 h; yeast lacking PDR1 and PDR3 efflux regulators. inhibition, % at 9.4 µM. 310,000 compounds, 0.32% hits. AID 504621;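 active = every replicate shows inhibition above about 80%, whatever the replicate mean, limit read from the data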;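 also: 0% = DMSO neutral controls and 100% = 20 µM radicicol positive controls; yeast relying on Plasmodium falciparum Hsp90 in place of its own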
Wnt bcat act: Wnt/beta-catenin pathway activation. Wnt/beta-catenin reporter cell assay, activator, plate reader. activation, % at 9.35 µM. 300,000 compounds, 1.2% hits. AID 743398; in the data active = activation above about 30%, passing the limit was not always enough;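 also: 0% = neutral control wells and 100% = positive control wells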
Tat transport: inhibitors of E. coli Tat protein transport; E. coli MC4100 TorA-mCherry Tat export, fluorescence; AID 488895; 340,000 compounds, 0.036% hits; inhibition, % at 10 µM;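 active = mean replicate inhibition at least 50% and at least half of replicates individually reaching 50%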;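 also: exported cargo escapes ClpAP degradation while cytoplasmic cargo is degraded and loses fluorescence; 0% = median of neutral control wells and 100% = median of NaSCN control wells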
Rtt109 Vps75: inhibitors of Candida albicans Rtt109/Vps75 histone acetyltransferase. Q5AAJ8. purified Rtt109/Vps75, ThioGlo CoA-SH fluorescence, 4 h. inhibition, % at 34.9 µM. 330,000 compounds, 0.16% hits. AID 540336;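 active = inhibition of at least 50% in every replicate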
Target sequence (Q5AAJ8 whole entry, looked up): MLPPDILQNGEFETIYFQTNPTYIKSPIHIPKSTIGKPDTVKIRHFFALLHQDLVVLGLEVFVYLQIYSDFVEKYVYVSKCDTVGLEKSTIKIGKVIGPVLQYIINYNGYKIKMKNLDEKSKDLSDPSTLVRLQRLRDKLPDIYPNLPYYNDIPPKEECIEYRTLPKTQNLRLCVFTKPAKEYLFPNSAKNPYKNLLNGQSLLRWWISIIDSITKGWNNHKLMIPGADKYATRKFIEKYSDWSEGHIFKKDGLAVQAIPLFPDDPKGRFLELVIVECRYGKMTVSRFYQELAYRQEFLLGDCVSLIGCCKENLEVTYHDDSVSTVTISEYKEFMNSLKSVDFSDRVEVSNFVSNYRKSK
CAL PDZ FP: human CAL PDZ-peptide interaction inhibition. inhibition, % at 20 µM. purified CAL PDZ, TMR-peptide fluorescence polarization, 1 h. 330,000 compounds, 0.02% hits;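 active = highest replicate inhibition of at least 40%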;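 also: plate controls were DMSO neutral control wells for no effect and unlabeled competitor peptide control wells for full effect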
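Read-out basis: mP drop reported as inhibition | Assay system: Tagged CAL PDZ protein CerCALP, purified | Benchmarks: Unlabelled peptide for full inhibition, DMSO wells as neutral | Schedule: 1 h incubation at room temperature before polarization reading | Buffer or medium: Sodium phosphate/NaCl buffer pH 7.4 with TCEP, IgG, Thesit | Doses: Single point, 20 µM | Measured by: Fluorescence polarization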
AddAB inh: less growth of phage-infected E. coli with AddAB; E. coli expressing H. pylori AddAB, absorbance growth; inhibition, % at 11.9 µM; 330,000 compounds, 0.29% hits; in the data active = inhibition above about 12%;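 also: 0% = vehicle wells of infected cells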
DAGLB inhibitor: blocks human DAGLB lipase activity | HEK293T DAGLB membrane lysate, EnzChek fluorogenic substrate | 340,000 compounds, 0.059% hits | inhibition, % at 5.17 µM | AID 504411; in the data active = inhibition above about 34%;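 also: 0% = enzyme with vehicle and 100% = wells lacking enzyme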
Target sequence (Q8NCG7 whole entry, looked up): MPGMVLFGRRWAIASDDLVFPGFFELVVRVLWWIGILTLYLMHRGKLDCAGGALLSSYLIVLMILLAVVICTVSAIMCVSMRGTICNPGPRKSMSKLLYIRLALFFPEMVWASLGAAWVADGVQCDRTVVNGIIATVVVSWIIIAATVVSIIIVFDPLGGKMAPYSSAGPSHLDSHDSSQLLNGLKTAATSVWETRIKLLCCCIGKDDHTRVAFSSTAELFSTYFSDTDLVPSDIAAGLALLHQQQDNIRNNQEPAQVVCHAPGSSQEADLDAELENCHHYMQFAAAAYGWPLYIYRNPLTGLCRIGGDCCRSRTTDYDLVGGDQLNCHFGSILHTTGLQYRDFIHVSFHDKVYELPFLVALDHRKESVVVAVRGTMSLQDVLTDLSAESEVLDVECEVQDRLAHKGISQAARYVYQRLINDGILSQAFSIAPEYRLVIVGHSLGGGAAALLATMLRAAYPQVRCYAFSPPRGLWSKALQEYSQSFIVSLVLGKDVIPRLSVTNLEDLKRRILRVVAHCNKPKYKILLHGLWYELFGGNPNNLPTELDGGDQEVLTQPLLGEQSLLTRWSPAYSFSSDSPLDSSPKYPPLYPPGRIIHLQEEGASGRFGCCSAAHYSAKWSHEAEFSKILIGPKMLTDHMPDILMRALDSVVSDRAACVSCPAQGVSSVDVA
phage Ecoli inh: E. coli growth loss with phage present; growth absorbance; inhibition, % at 11.9 µM; 360,000 compounds, 0.26% hits; AID 651602; in the data active = inhibition above about 11%
* marks the source's active call; other numbers are inactive results; · = no result given. Compounds as they come; any-hit rate near 1.9%.

canonical_smiles,Ecoli viability,PvdQ acylase,PfHsp90 yeast 2,Wnt bcat act,Tat transport,Rtt109 Vps75,CAL PDZ FP,AddAB inh,DAGLB inhibitor,phage Ecoli inh
Cc1c(Cl)cccc1NC(=O)CNC(=O)Cc1n[nH]c(=O)c2ccccc12,1.2,-8,-1,-3,3,-6,0.0,-0.8,-1,-2.1
CCOC(=O)C1=C(C)NC(=O)NC1c1ccsc1 (stereo not drawn),0.8,-11,-5,·,-2,-1,0.4,1.1,0,2.8
CC(=O)c1c(C)[nH]c(C(=O)Nc2nc(-c3ccccc3)c(C)s2)c1C,-1.9,-17,-6,·,-6,-7,-0.5,2.1,0,2.0
Cc1ccc(-n2nnnc2Sc2nc([N+](=O)[O-])nn2C)cc1,0.7,-5,-9,1,5,3,0.4,1.9,0,4.2
O=C(Cc1ccccc1)Nc1ccc2c(c1)OC1(CCCC1)O2,-0.3,-8,-205,48*,4,0,-0.9,0.4,-3,1.3
C/C(N)=C(/C#N)C(=O)COC(=O)c1ccc(NC(N)=O)cc1,-1.7,7,-2,1,-4,6,-1.2,-0.2,-1,1.3
Cc1sc2ncnc(SCC(=O)NC(C)C(C)C)c2c1C (stereo not drawn),5.3,2,6,-1,5,20,-1.5,3.9,-3,6.3
Cc1ccc(OCCN(C)C(=O)C2CCC(=O)N(CCCN3CCOCC3)C2)cc1 (stereo not drawn),0.6,1,-4,-5,7,-5,-2.4,4.7,-1,2.5
O=C(O)CCSc1nnc(-c2ccncc2)n1-c1ccccc1,0.5,-7,-52,-2,0,-3,-0.8,0.7,-2,2.6
CCOC(=O)c1nnn(-c2nc(OC)nc(N(C)C)n2)c1-c1ccccc1,1.3,-12,18,-9,-3,11,-1.3,3.0,-6,-1.0
CCOC(=O)c1cn2nc(Oc3ccc(C(=O)OC)cc3)ccc2n1,1.2,-12,-2,-1,-8,1,-1.6,3.3,1,-0.5
CN(Cc1ccccc1)C(=O)COC(=O)c1ccc2ccccc2n1,4.3,-7,23,-1,5,10,-0.3,9.2,1,4.1
O=S(=O)(c1ccc(Cl)c2ccccc12)N1CCCC1,-0.3,-20,9,2,5,-1,-2.6,0.2,-4,1.9
CS(=O)(=O)NN1C(=O)c2ccccc2NC1c1ccccc1 (stereo not drawn),-4.0,-1,12,-10,-7,-3,-0.5,-0.9,-1,4.6
COc1ccc(OC)c(-c2nnc(NC(=O)C(C)Sc3nncn3C)s2)c1 (stereo not drawn),-1.6,-5,-6,2,-1,-8,-3.4,-0.2,2,2.2
Cc1onc(-c2ccccc2Cl)c1C(=O)NCc1ccc(N2CCCC2=O)cc1,2.3,-20,-19,-1,6,3,-1.6,-0.1,2,3.8
COc1ccccc1/C=C\C=N\n1c(C2CCCCC2)n[nH]c1=S,-2.0,-10,·,·,16,·,-3.4,0.5,-6,1.3
CCNC(=S)Nc1cc(OCC)c(NC(=O)c2ccco2)cc1OCC,0.5,-2,-17,·,-8,-2,-0.9,3.7,0,2.8
COc1cc(Br)cc(C=Nc2cccc(C(F)(F)F)c2)c1O,4.1,-26,-5,-2,-4,7,-1.7,0.8,4,3.5
COCCN(C/C=C/c1ccccc1)C/C=C/c1ccccc1,0.0,-5,-8,-1,-2,-2,-0.4,1.1,-6,1.6
COc1ccc([N+](=O)[O-])cc1NC(=O)CC(C)c1ccccc1 (stereo not drawn),0.9,-3,4,·,0,24,·,0.6,-1,-0.3
CC1CN(C(=O)CN(C)S(=O)(=O)c2ccc3ccccc3c2)CC(C)O1 (stereo not drawn),-0.8,-6,30,-3,-4,4,0.1,0.2,3,2.3
CCC(=O)c1c(CC)c2n3c1CC[C@H]3CCC2,2.4,-6,-7,-4,-7,5,-1.1,2.8,-4,3.1
O=C(c1ccccc1F)N1CCc2ccccc21,2.5,2,4,-3,-1,-2,-1.7,2.4,-7,1.1
C/C(=N\NC(=O)c1ccc(Cl)c(Cl)c1)c1ccc(Br)s1,-4.6,-2,-6,·,4,1,-0.3,2.8,0,-1.6
CC(c1ccccc1)C(OC(=O)c1cccc([N+](=O)[O-])c1C(=O)O)c1ccccc1 (stereo not drawn),·,-7,24,-2,3,1,-0.6,·,4,0.8
CC1(C)CC2CC(C)(CN2Cc2c(O)ccc3ccccc23)C1 (stereo not drawn),0.5,-15,17,0,-1,12,-3.0,-0.7,-1,2.3
O=C(CCSCCC(=O)NCc1ccco1)NCc1ccco1,-1.5,·,·,-7,·,·,·,-1.2,·,-2.8
CCCCCCSc1cccc(-c2nc3cc(C)ccn3c2NC2CCCCC2)c1,-0.2,3,9,2,-7,-4,-0.4,1.7,-8,1.0
CCOc1ccc(NCc2nnc(SCc3ccc(Cl)cc3)n2-c2ccccc2)cc1,-1.4,5,7,·,10,3,0.1,1.2,1,2.6
O=C(NCc1ccco1)C(c1ccncc1)N(CCC1=CCCCC1)C(=O)Cn1nnc2ccccc21 (stereo not drawn),-2.3,-13,-112,·,20,-8,-0.7,2.6,3,-1.0
Cc1ccc(SCC(=O)c2sc(-c3ccccc3)nc2C)cc1,0.0,13,·,·,1,14,0.3,3.2,-18,2.5
COc1ccccc1N1CCN(C2CCCN(C(=O)c3oc(C)cc3C)C2)CC1 (stereo not drawn),0.2,8,-12,2,-3,10,-0.3,2.6,-1,-2.6
C[C@@H](C(=O)Nc1ccccc1N1CCOCC1)N1C(=O)C2CCCCC2C1=O (stereo partly drawn),2.5,7,-8,-3,-33,2,-0.1,0.0,2,2.4
Cc1ccc(C(=O)OCC(=O)c2ccc(Br)cc2)cc1S(=O)(=O)N1CCOCC1,·,-13,18,-3,5,-7,-0.9,·,-3,2.2
COc1cc(OC)cc(-c2c(C#Cc3ccsc3)c3cc(-c4ccc(N(C)C)nc4)ccc3n2C)c1,1.3,-8,3,11,-1,5,1.0,0.6,-4,3.4
CCCCCn1c(CN2CCN(C)CC2)nc2c1c(=O)n(C)c(=O)n2C,-0.8,-4,5,-1,-6,5,-1.1,-0.8,-2,1.6
Cc1cc(NC(=O)CCC(=O)N(CC(=O)NCC2CCCO2)c2cccc(C)c2C)no1 (stereo not drawn),0.1,-1,-4,-2,5,13,-3.5,0.8,-2,-2.0
CC(C)NS(=O)(=O)c1ccc(CCC(=O)NCc2ccncc2)cc1,-1.3,-7,-19,-1,2,-10,-9.5,1.7,2,2.8
COc1ccc(NS(=O)(=O)c2cccc(C(=O)NCc3ccco3)c2)cc1,0.4,-13,-1,0,5,-4,-2.8,4.9,2,-0.5
COc1ccc(-n2c(-c3ccc(F)cc3)cnc2SCC(=O)NCc2ccco2)cc1,0.2,8,11,·,5,1,-0.6,1.8,0,0.7
Cc1ccc(C(=O)OC(C)C(=O)Nc2ccc(S(N)(=O)=O)cc2)cc1S(=O)(=O)N1CCOCC1 (stereo not drawn),-0.6,-10,·,-2,-1,0,-2.1,-0.2,1,1.2
CC(C)(CNC(=O)C1CCCN1C(=O)c1cccs1)N1CCOCC1 (stereo not drawn),0.4,-2,-16,1,2,0,-1.6,-0.5,2,4.7
COc1ccc(N(C)C(=O)c2onc3c2CCCC3)cc1,2.1,-7,-12,2,0,5,-0.4,2.7,-3,2.8
CCCC(=O)Nc1nc2c(OC)ccc(OC)c2s1,3.2,-7,-25,-2,-4,9,0.2,4.2,0,3.2
CCCCN(CC)CCNC(=O)c1ccc2c(Cl)c3c(nc2c1)CCC3,1.4,6,22,3,-9,0,-3.7,-1.4,0,1.4
O=C(CC(C(=O)N1CCc2ccccc21)n1ccnc1)NCc1ccccc1 (stereo not drawn),0.3,-7,·,-3,-1,-2,-2.3,2.5,-1,1.0
COc1cccc(CNC(=O)C2CCCN(S(=O)(=O)c3c(C)noc3/C=C/N(C)C)C2)c1 (stereo not drawn),-2.4,-11,-5,-2,6,-3,-4.5,2.6,3,4.6
Cc1c(S(=O)(=O)Nc2cc(Cl)ccc2Cl)c(=O)n(C)c(=O)n1C,-1.5,-15,15,-1,-3,-6,0.1,1.8,0,-0.3
O=C(N1CCN(c2ccccc2)CC1)C1(S(=O)(=O)c2ccc(Cl)cc2)CC1,2.8,-3,27,0,-1,4,-1.1,2.9,-1,2.2
COc1cccc(N2CCN(Cc3nc(N)nc(Nc4ccccc4OC)n3)CC2)c1,-3.4,-9,3,-5,4,2,0.4,-2.6,3,-1.4
O=C(O)c1cc(N/N=C/c2c[nH]c3ccccc23)ccc1Cl,-1.7,-2,-8,15,-8,-5,-3.0,2.2,3,-0.1
Cc1ccc(S(=O)(=O)NN2C(=O)c3ccccc3NC2C)cc1 (stereo not drawn),-0.5,-15,2,-3,1,-54,-2.2,2.1,-1,-2.1
N#Cc1ccc(CC(C(=O)O)N2Cc3ccccc3C2=O)cc1 (stereo not drawn),1.2,5,6,1,-2,10,-2.1,-1.9,-2,2.4
O=C(NC1CC2CCCC(C1)N2Cc1ccccc1)c1ccc([N+](=O)[O-])cc1 (stereo not drawn),·,-8,23,1,-7,-5,-22,·,-2,3.2
O=C(N/N=C/c1ccc(O)cc1)c1ccncc1,-0.1,-3,13,-1,2,-5,-1.0,0.0,0,1.4
COCCCN1CCc2[nH]c(=S)[nH]c(=O)c2C1,-1.7,-13,-22,·,1,-3,-0.4,0.0,-3,2.0

Copied from the list.
Under Tat transport, Cc1ccc(C(=O)OC(C)C(=O)Nc2ccc(S(N)(=O)=O)cc2)cc1S(=O)(=O)N1CCOCC1 (stereo not drawn) reads -1
Under Rtt109 Vps75, Cc1ccc(S(=O)(=O)NN2C(=O)c3ccccc3NC2C)cc1 (stereo not drawn) reads -54
Under DAGLB inhibitor, COc1cccc(CNC(=O)C2CCCN(S(=O)(=O)c3c(C)noc3/C=C/N(C)C)C2)c1 (stereo not drawn) reads 3
Under DAGLB inhibitor, COc1cccc(N2CCN(Cc3nc(N)nc(Nc4ccccc4OC)n3)CC2)c1 reads 3

Ordered by molar mass (lowest first): part of the list above
canonical_smiles,Ecoli viability,PvdQ acylase,PfHsp90 yeast 2,Wnt bcat act,Tat transport,Rtt109 Vps75,CAL PDZ FP,AddAB inh,DAGLB inhibitor,phage Ecoli inh
CC(C)NS(=O)(=O)c1ccc(CCC(=O)NCc2ccncc2)cc1,-1.3,-7,-19,-1,2,-10,-9.5,1.7,2,2.8
COc1cc(OC)cc(-c2c(C#Cc3ccsc3)c3cc(-c4ccc(N(C)C)nc4)ccc3n2C)c1,1.3,-8,3,11,-1,5,1.0,0.6,-4,3.4
O=C(NCc1ccco1)C(c1ccncc1)N(CCC1=CCCCC1)C(=O)Cn1nnc2ccccc21 (stereo not drawn),-2.3,-13,-112,·,20,-8,-0.7,2.6,3,-1.0
